UPR CHOP act: apoptotic UPR (CHOP) activation; AID 449763; actives 0.34% (n = 330,000); activation, % at 10 µM; CHO-CHOP luciferase reporter, luminescence; percent of tunicamycin response over DMSO baseline;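 active = at 10 µM dose, activation of 40% or more, normalized to positive control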;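 note: 100% = tunicamycin at 10 µg/mL and 0% = DMSO alone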
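System: CHO-CHOP luciferase reporter cell line; amount: 500 cells/well; buffer or medium: F12 medium containing 10% fetal bovine serum; incubation: 6 h compound exposure at 37 °C after overnight seeding; measured by: luciferase luminescence after 10 min with Steady-Glo reagent; evaluation: % reporter activation, DMSO baseline versus tunicamycin full activation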
697 NFkB inh: lowers PMA/ionomycin-induced NF-kB signal in 697 B cells. inhibition, % at 4 µM. actives 0.33% (n = 330,000). 697 B-cell NF-kB luciferase reporter, 16 h; in the data active = inhibition above about 35%
Jurkat NFkB inh: inhibitors of the PMA/ionomycin-induced NF-kB reporter in Jurkat cells; AID 435003; actives 0.53% (n = 330,000); PMA/ionomycin-induced NF-kB luciferase reporter, luminescence; inhibition, % at 4 µM; in the data active = inhibition above about 50%
APJ antag: antagonists of human APJ apelin receptor; P35414; CHO-K1 APJ beta-arrestin complementation, luminescence; inhibition, % at 20 µM; actives 0.32% (n = 330,000);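 active = inhibition above about 40% at 20 µM, limit read from the data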;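 note: cells challenged with 10 nM apelin-13 agonist together with compound; plate controls were apelin-13 plus DMSO wells for no effect and DMSO wells lacking apelin-13 for full effect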
APJ agonist: agonists of human APJ apelin receptor | activation, % at 20 µM | actives 0.11% (n = 330,000) | CHO-K1 APJ PathHunter beta-arrestin, luminescence; 0% DMSO wells, 100% apelin;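 active = activation more than six SD over the plate average, tested at 20 µM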;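 note: 0% = DMSO alone and 100% = apelin-13 at 10 nM; some results filed as inactive read as strong as hits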
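Assay system – PathHunter CHO-K1 APJ (AGTRL-1) beta-arrestin reporter cells · Compound – one dose, 20 µM compound, 1% DMSO · Timing – compound 90 min 25 °C, reagent 1 h · Measured by – luminescence from split beta-galactosidase complementation, Galacton Star/Emerald II substrate · Measure – beta-arrestin recruitment to APJ as agonist activity, luminescent signal · Benchmarks – DMSO vs Apelin-13 10 nM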
XBP1 UPR activ: adaptive UPR (XBP1) activation. actives 0.33% (n = 330,000). AID 463104. activation, % at 20 µM. CHO-XBP1 luciferase reporter, IRE1-XBP1 UPR activation, luminescence; percent of tunicamycin response, DMSO as zero;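 active = versus positive control, 20 µM dose yields 30% or more activation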;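 note: 100% = tunicamycin at 10 µg/mL and 0% = DMSO only wells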
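Material: IRE1-XBP1 luciferase reporter CHO line / Quantity: one thousand reporter cells per well / Buffer or medium: F12 with 10% serum / Compound: 20 µM single concentration, DMSO 1% / Times: 6 h treatment, 37 °C / Detection: Steady-Glo luciferase glow luminescence, 10 min after reagent addition / Benchmarks: tunicamycin high, DMSO low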
tim23-1 inh: inhibits growth of tim23-1 mutant yeast. S. cerevisiae tim23-1 growth, BacTiter-Glo luminescence, 24 h. actives 1.3% (n = 330,000). inhibition, % at 20 µM;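 active = growth inhibition of the mutant yeast at or above 50%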;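 note: temperature-sensitive mutant grown at 25 °C; plate controls were DMSO-treated mutant yeast for no effect and medium wells lacking yeast for full effect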
Mdm2 MdmX PPI: human Mdm2/MdmX binding inhibition; SaOS-2 split-luciferase Mdm2/MdmX complementation, luminescence; actives 3% (n = 330,000); inhibition, % at 8 µM; AID 485346;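 active = inhibition of at least 50% at 8 µM in the primary screen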
Target sequence (O15151 whole entry, looked up): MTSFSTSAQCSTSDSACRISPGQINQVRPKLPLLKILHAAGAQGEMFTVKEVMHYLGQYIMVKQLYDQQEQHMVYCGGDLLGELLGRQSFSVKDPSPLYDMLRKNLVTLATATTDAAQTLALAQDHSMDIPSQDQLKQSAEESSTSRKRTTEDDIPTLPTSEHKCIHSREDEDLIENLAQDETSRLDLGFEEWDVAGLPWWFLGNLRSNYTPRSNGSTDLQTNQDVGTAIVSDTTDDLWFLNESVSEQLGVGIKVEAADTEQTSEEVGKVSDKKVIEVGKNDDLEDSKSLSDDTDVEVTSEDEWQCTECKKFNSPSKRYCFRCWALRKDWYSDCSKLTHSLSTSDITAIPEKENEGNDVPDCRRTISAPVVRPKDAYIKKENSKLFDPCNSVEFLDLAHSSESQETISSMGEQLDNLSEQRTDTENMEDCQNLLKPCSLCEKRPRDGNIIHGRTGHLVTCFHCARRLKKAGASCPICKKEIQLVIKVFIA
Target sequence (Q00987 whole entry, looked up): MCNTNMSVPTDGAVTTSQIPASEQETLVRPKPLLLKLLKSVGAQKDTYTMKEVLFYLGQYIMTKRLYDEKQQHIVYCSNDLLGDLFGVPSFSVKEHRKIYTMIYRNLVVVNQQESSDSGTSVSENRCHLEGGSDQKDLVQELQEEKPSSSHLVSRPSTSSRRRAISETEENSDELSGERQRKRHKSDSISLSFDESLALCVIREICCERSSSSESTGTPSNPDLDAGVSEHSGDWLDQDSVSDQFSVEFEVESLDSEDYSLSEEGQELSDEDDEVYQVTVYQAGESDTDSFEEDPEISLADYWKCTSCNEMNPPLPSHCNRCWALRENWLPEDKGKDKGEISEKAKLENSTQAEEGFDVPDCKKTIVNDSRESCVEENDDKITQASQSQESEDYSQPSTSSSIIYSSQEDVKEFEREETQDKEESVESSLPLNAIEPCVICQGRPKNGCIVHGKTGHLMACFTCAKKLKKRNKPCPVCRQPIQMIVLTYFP
The depositor's hits bear a star.

SMILES	UPR CHOP act	697 NFkB inh	Jurkat NFkB inh	APJ antag	APJ agonist	XBP1 UPR activ	tim23-1 inh	Mdm2 MdmX PPI
CCOc1ccc(Oc2ccc(S(=O)(=O)N3CCOCC3)cc2NC(=O)C2=COCCO2)cc1	2.1	-13.9	8.6	-57.6	-3.1	0.5	19.9	11.8
Cc1cc(=O)n2c(n1)NC(Nc1cccc(C)c1C)=NC2c1ccc(F)cc1 (stereo not drawn)	1.0	10.2	4.2	3.3	-5.3	-3.1	1.7	21.3
Cc1cccc(C)c1NC(=O)CN(C)C(=O)c1cccc(S(=O)(=O)N2CCN(c3ccc(F)cc3)CC2)c1	6.1	-21.8	16.9	13.7	11.8	-2.2	1.1	26.3
Cc1cccc(NC(=O)NCCN2CCCCC2)c1	0.0	1.0	-4.1	19.2	0.4	-2.2	-11.4	21.1
COc1ccc(OC)c(NC(=O)CCc2nnc3ccc(N4CCC(C)CC4)nn23)c1	0.4	-59.9	-3.2	-9.2	11.3	-1.6	10.7	1.2
S=C1SCN(Cc2cccnc2)CN1Cc1ccccc1	-1.4	9.8	-8.6	-15.4	-3.2	4.2	0.6	15.6
CN(C(=O)CSc1nc(O)cc(=O)n1C1CCCC1)c1ccccc1	0.9	-2.4	15.7	-3.9	-4.9	-1.2	7.2	16.4
COC1C=CC(CNC(=O)c2cc3c(=O)n4cccc(C)c4nc3n2C)(OC)O1 (stereo not drawn)	2.3	-10.7	-17.2	-10.4	-2.4	6.1	7.8	13.5
COc1ccc(C(=O)Nc2ccc(S(=O)(=O)Nc3nccnc3OC)cc2)cc1OC	0.7	23.5	1.3	-13.3	-4.2	0.2	-6.8	14.5
COc1ccccc1NC(=S)NCc1ccc2c(c1)cc(C)n2C	-2.9	-8.8	-0.6	8.6	-2.9	-3.2	28.0	30.7
Cc1cc(C(=O)N/N=C(\CCC(=O)O)c2cccs2)c2ccccc2n1	3.0	9.6	-2.1	-1.3	-4.1	-2.3	1.4	-25.5
Cc1csc(NC(=O)c2cccc(C)c2C)n1	2.1	-82.0	-18.0	-3.8	-3.7	-1.3	13.4	-50.7
C/C=C/c1ccc(Oc2nnnn2-c2ccc(C(=O)O)cc2)c(OC)c1	0.1	-2.8	-17.9	5.0	3.4	0.6	3.7	-3.6
O=C(COC(=O)Cc1cccc(C(F)(F)F)c1)NC1CCS(=O)(=O)C1 (stereo not drawn)	0.0	-1.1	11.7	16.6	-1.3	-0.4	-0.3	5.1
COc1cc(C(CCN2CCCCC2)c2c(OC)cc(OC)c3c(C)cc(=O)oc23)cc(OC)c1OC (stereo not drawn)	-0.4	14.7	0.3	11.6	-5.5	-0.1	-1.0	10.5
COc1ccc(NC(=O)N(Cc2cc3ccc(OC)cc3[nH]c2=O)CC2CCCO2)cc1 (stereo not drawn)	3.7	-9.2	32.6	-11.6	-2.6	-1.6	10.3	32.4
CCN(CC(=O)Nc1c(F)cccc1F)C(=O)c1cccc(S(=O)(=O)N2CCc3ccccc3C2)c1	-0.2	6.5	-4.7	2.0	-3.8	0.1	-2.3	-2.8
CN1CCN(c2ccccc2NC(=O)c2cc3ccccc3o2)CC1	2.2	7.4	1.1	14.9	1.2	-2.1	12.3	30.1
CN(CC(O)Cn1cnc2c1c(=O)n(C)c(=O)n2C)c1ccccc1 (stereo not drawn)	-0.1	1.4	22.4	4.0	-0.1	-0.3	-5.3	17.7
CCCCc1ccc(NC(=O)C(=O)NCCN2CCN(Cc3ccc([N+](=O)[O-])cc3)CC2)cc1	4.4	17.3	51.4*	-12.1	-0.5	5.6	1.6	66.8*

Reprinted at random: 4 entries already listed
SMILES	UPR CHOP act	697 NFkB inh	Jurkat NFkB inh	APJ antag	APJ agonist	XBP1 UPR activ	tim23-1 inh	Mdm2 MdmX PPI
COc1ccc(OC)c(NC(=O)CCc2nnc3ccc(N4CCC(C)CC4)nn23)c1	0.4	-59.9	-3.2	-9.2	11.3	-1.6	10.7	1.2
COc1cc(C(CCN2CCCCC2)c2c(OC)cc(OC)c3c(C)cc(=O)oc23)cc(OC)c1OC (stereo not drawn)	-0.4	14.7	0.3	11.6	-5.5	-0.1	-1.0	10.5
CN(C(=O)CSc1nc(O)cc(=O)n1C1CCCC1)c1ccccc1	0.9	-2.4	15.7	-3.9	-4.9	-1.2	7.2	16.4
O=C(COC(=O)Cc1cccc(C(F)(F)F)c1)NC1CCS(=O)(=O)C1 (stereo not drawn)	0.0	-1.1	11.7	16.6	-1.3	-0.4	-0.3	5.1

More results follow:
SMILES	UPR CHOP act	697 NFkB inh	Jurkat NFkB inh	APJ antag	APJ agonist	XBP1 UPR activ	tim23-1 inh	Mdm2 MdmX PPI
Cc1cccc(OCCC(=O)Nc2ccc(F)c(F)c2)c1	0.4	15.4	6.6	-0.4	-0.5	2.0	17.9	6.7
COc1ccc(CN(C)CC(=O)NC(=O)NCc2ccccc2)c(OC)c1	0.5	-7.5	-5.8	-4.8	0.1	-3.1	19.0	11.9
Cn1c(N)c(C(=O)CSc2ccc3c(c2)OCCO3)c(=O)n(C)c1=O	0.9	5.6	-13.6	2.8	-2.3	-2.8	4.0	19.1
Cc1oc2cc3oc(=O)c(CCC(=O)N[C@H](C(=O)O)C(C)C)c(C)c3cc2c1C	4.2	-6.4	-18.9	30.3	-4.4	0.0	5.5	-21.2
CN1C(=O)/C(=N/OC(=O)c2ccccc2Br)c2ccccc21	-0.7	12.1	7.0	8.3	-7.1	2.2	56.2*	-9.0
N=C1C(c2nc3ccccc3[nH]2)=C(O)CN1c1ccc(CC(=O)O)cc1	-1.1	25.0	18.1	3.7	-0.6	0.8	-0.1	9.4
CCN(c1ccc(OC)cc1)S(=O)(=O)N1CCCC(C(=O)NCc2cccc(C)c2)C1 (stereo not drawn)	1.9	-12.8	-2.6	18.6	-2.2	0.3	19.8	2.1
Cc1cccc(NC(=O)CCCn2c(=S)[nH]c3ccccc3c2=O)c1	-1.4	-25.9	-10.5	8.1	-1.2	-3.6	20.5	9.3
CCc1ccc(OCC(O)CN2CCN(CCO)CC2)cc1 (stereo not drawn)	-0.6	-1.3	-18.4	-16.5	-4.0	-4.4	-1.3	19.2
COc1ccc(CC(=O)NNC(=O)c2cnccn2)cc1	-1.6	9.9	6.8	9.7	-2.2	-5.8	11.9	5.6
CCCSC1=C(C#N)C(c2cccs2)CC(=O)N1 (stereo not drawn)	-1.1	-32.5	-15.9	-5.5	-1.2	-1.7	40.3	0.1
Cc1ccccc1OC1=NS(=O)(=O)c2ccccc21	0.6	-9.9	-8.0	4.3	-1.5	-1.3	0.1	2.1
COc1ccccc1N1CCN(CC(=O)c2c(N)n(C)c(=O)n(C)c2=O)CC1	0.2	9.5	17.0	24.0	-2.3	6.2	-9.0	24.2
COc1cccc(-c2cc(C(F)(F)F)nc(-n3cc(C)cn3)n2)c1	-2.4	-4.3	4.2	17.8	-3.7	1.1	32.6	18.4
CCOC(=O)C1=C(O)C(=O)N(Cc2ccc(C(C)(C)C)cc2)CC1	-1.2	10.1	10.5	5.6	0.0	-0.9	17.8	-4.6
COc1cccc(NC(=O)N2CCCC(C(=O)NCc3ccc(F)cc3)C2)c1 (stereo not drawn)	1.2	2.1	-0.4	-1.0	-4.5	0.4	3.5	17.7
Cc1sc(NC(=O)CN(C(=O)c2ccccc2F)C2CCCC2)c(C(N)=O)c1C	1.6	6.4	15.6	5.4	1.0	0.2	10.6	6.6
Cc1ccc(-n2ncc(C#N)c2/N=C/N(C)C)cc1	-0.2	-8.0	19.7	11.3	-5.1	-0.3	-4.2	9.5
Cc1cccc(NC(=O)c2nnn(-c3cccc(C(F)(F)F)c3)c2N)c1	0.8	-46.0	-12.7	11.6	0.0	-0.2	9.0	8.0
O=C(NCCCN1CCCCC1)c1ccc2c(=O)n(CCc3ccccc3)c(=O)[nH]c2c1	1.1	13.3	-12.4	17.2	1.0	-2.3	9.7	23.2

Reformatted in CSV form: entries from further up
Molecule,UPR CHOP act,697 NFkB inh,Jurkat NFkB inh,APJ antag,APJ agonist,XBP1 UPR activ,tim23-1 inh,Mdm2 MdmX PPI
CN1C(=O)/C(=N/OC(=O)c2ccccc2Br)c2ccccc21,-0.7,12.1,7.0,8.3,-7.1,2.2,56.2*,-9.0
Cc1cccc(OCCC(=O)Nc2ccc(F)c(F)c2)c1,0.4,15.4,6.6,-0.4,-0.5,2.0,17.9,6.7

Additional records
SMILES	UPR CHOP act	697 NFkB inh	Jurkat NFkB inh	APJ antag	APJ agonist	XBP1 UPR activ	tim23-1 inh	Mdm2 MdmX PPI
CCCCc1nc2cc(C(=O)N3CCNC(=O)C3)ccc2o1	1.0	9.1	-2.7	18.2	-2.7	-2.3	10.9	4.2
N#Cc1ccc(COC(=O)c2cnc3ccccc3n2)cc1	0.0	5.1	1.8	-13.0	0.9	3.1	-5.7	6.9
COC(=O)/C=C/c1oc2ccccc2c1C	0.8	14.2	-15.0	4.1	-3.8	0.9	12.9	-3.3
O=C(NCc1nnnn1-c1ccc(F)cc1)c1ccc([N+](=O)[O-])o1	5.2	0.5	17.8	-21.6	11.8	2.5	-1.3	20.2
Cc1cc(N2CCN(C)CC2)ccc1NC(=O)c1ccc(-c2ccc(Cl)cc2)o1	1.8	-4.3	40.4	22.9	2.0	-1.8	5.1	51.9*
O=C(Cn1cccc1)N1CCN(c2ccc(F)cc2)CC1	0.0	-7.4	2.9	-1.9	-2.1	-1.6	-5.0	24.4
Cc1cc(C)c(NC(=O)CSc2nc(=O)n3cc(C)ccc3n2)c(C)c1	-0.3	4.2	3.1	-59.0	-3.3	2.3	-7.2	-4.3
CCOc1c(C#N)c(C#N)c2nc(C)cc(C)n12	-0.6	13.7	6.0	12.2	-1.9	-0.9	13.1	0.1
COCCn1c(-c2ccc(OC)cc2)nc2oc3cc(OC)ccc3c(=O)c2c1=O	0.6	24.2	16.4	-1.4	-1.2	-2.4	15.2	-39.2
O=c1[nH]c2ccc(NC(=S)Nc3ccccc3)cc2[nH]1	0.2	4.1	-4.9	0.1	-3.1	-1.2	24.5	-1.7
C#CCSc1nnc(-c2ccccc2)c(=O)[nH]1	-0.4	-9.5	-7.2	2.6	-5.0	0.4	-8.1	-14.6
CCOC(=O)c1c(NC(=O)c2ccoc2C)sc(C)c1C	1.1	-3.4	5.3	-4.2	-5.6	0.9	-17.5	1.0
O=C(CCc1ccccc1)NNC(=O)c1cc(Cl)ccc1O	0.0	9.7	-3.6	-6.0	-0.8	-1.4	-1.0	49.0
CS(=O)(=O)N(CC(=O)N1CCN(Cc2ccccc2)CC1)c1ccc(F)cc1	3.7	13.1	9.0	5.6	0.5	-6.4	4.0	6.4
CCc1nnc(NC(=O)C2CCCN(S(=O)(=O)c3ccc(OC)cc3)C2)s1 (stereo not drawn)	-0.9	17.1	-3.9	-27.5	-2.6	-2.3	14.0	8.4
COc1ccc(NC(=O)COC(=O)c2n[nH]c3ccccc23)c(OC)c1	-0.6	7.3	13.8	-4.9	-3.7	0.1	19.5	4.6
Clc1cnc(Nc2cccnc2)c(Cl)c1	0.0	-1.4	5.3	-0.2	1.3	3.1	10.4	-16.8
O=S(=O)(c1ccc(F)cc1)N1CCN(c2ccc(-c3ccccc3)nn2)CC1	-1.1	28.6	7.6	15.7	-4.7	-0.9	-6.6	29.5
O=C(c1c(F)c(F)c(F)c(F)c1F)N1CCN(c2cccc(C(F)(F)F)c2)CC1	-0.3	9.5	-8.7	-10.1	-1.8	1.4	23.2	58.4*
CN(NC(=O)C(C)(C)C)c1nc(-c2ccccc2)nnc1C(F)(F)F	-1.6	-12.4	1.5	11.9	1.6	-0.8	8.2	12.0

Source: PubChem
